GDH-TPI counter – inhibits GDH-TPI coupling enzymes, artifact for Mtb FBA screen. inhibition, % at 4.8 µM. 1.2% of 360,000 active. AID 588335. GDH-TPI coupled enzyme counterscreen, NADH absorbance;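 note: 0% = DMSO wells and 100% = wells lacking the enzyme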
CCHF vOTU inh – blocks the CCHF virus ovarian tumor domain protease; CCHFV vOTU protease, Pep-AMC fluorescence; inhibition, % at 11.5 µM; 0.55% of 370,000 active; note: 0% = vehicle wells with enzyme and 100% = no enzyme wells
MazEF act – increases E. coli MazEF RNase cleavage of RNA. FAM/BHQ RNA-DNA oligo cleavage fluorescence, 5 h. P0AE70. AID 504720. activation, % at 20 µM. 0.32% of 350,000 active; in the data active = activation above about 50%
Target sequence (P0AE70 whole entry, looked up): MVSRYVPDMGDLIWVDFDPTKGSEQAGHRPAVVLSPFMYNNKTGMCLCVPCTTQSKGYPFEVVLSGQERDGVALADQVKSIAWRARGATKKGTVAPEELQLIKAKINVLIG
Mtb BioA inh – BioA (M. tuberculosis) enzyme inhibition; purified M. tuberculosis BioA enzyme, plate reader; inhibition, % at 9.99 µM; 0.096% of 360,000 active; in the data active = inhibition above about 40%; inconclusive = no clear call, values can overlap the other calls
DUSP3 inh – blocks human VHR1 dual specificity phosphatase; 0.52% of 290,000 active; AID 1654; recombinant VHR phosphatase, pNPP absorbance; inhibition, % at 13.3 µM; in the data active = inhibition above about 50%; note: some compounds called inactive have numbers as strong as hits
Rv3671c protease – inhibits the M. tuberculosis serine protease Rv3671c. P9WHR9. inhibition, % at 5.96 µM. 0.048% of 320,000 active; in the data active = inhibition above about 38%;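 note: extracellular domain of Rv3671c used as enzyme; 0% = enzyme with DMSO and 100% = no enzyme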
FBA Mtb inh – inhibitors of M. tuberculosis fructose-bisphosphate aldolase | P9WQA3 | 2.3% of 360,000 active | inhibition, % at 1 µM | purified M. tuberculosis FBA, fluorescence read-out; in the data active = inhibition above about 27%;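 note: 0% = vehicle and 100% = reference inhibitor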
Target sequence (P9WQA3 whole entry, looked up): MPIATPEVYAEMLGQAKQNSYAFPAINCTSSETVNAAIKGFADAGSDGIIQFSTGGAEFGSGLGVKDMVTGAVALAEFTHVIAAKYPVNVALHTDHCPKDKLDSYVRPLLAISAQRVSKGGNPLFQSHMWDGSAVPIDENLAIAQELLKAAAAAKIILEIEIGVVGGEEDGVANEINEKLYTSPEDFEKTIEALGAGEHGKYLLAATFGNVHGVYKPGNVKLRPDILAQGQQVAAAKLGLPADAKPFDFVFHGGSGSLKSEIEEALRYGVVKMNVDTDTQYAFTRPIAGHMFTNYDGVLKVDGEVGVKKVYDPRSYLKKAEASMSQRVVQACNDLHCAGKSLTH
BoNT F protease – inhibitors of Botulinum neurotoxin F light chain protease; Multiplex microsphere protease cleavage assay, flow cytometry; inhibition, % at 10 µM; 0.22% of 360,000 active; in the data active = inhibition above about 35%, passing the limit was not always enough; inconclusive = no clear call, values can overlap the other calls; note: plate controls were buffer without enzyme for full effect and enzyme alone for no effect
UGM FP inh – Mtb UDP-galactopyranose mutase inhibition. inhibition, % at 10 µM. purified UGM, fluorescence polarization probe displacement. AID 504406. 0.06% of 320,000 active. P9WIQ1; in the data active = inhibition above about 10%, passing the limit was not always enough; inconclusive = no clear call, values can overlap the other calls
Target sequence (P9WIQ1 whole entry, looked up): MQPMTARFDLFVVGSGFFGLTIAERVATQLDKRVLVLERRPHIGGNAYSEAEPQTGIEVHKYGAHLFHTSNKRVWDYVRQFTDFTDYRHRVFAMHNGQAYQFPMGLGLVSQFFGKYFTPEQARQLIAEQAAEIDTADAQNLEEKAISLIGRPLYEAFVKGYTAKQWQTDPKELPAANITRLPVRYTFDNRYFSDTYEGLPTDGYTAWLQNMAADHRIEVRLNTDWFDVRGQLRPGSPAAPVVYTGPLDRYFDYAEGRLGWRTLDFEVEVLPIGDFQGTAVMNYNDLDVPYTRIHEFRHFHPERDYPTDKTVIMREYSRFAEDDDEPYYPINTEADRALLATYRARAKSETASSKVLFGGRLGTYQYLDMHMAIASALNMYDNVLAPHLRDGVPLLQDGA
FadD28 FP inh – M. tuberculosis FadD28 bisubstrate binding inhibition | FadD28 bisubstrate probe binding, fluorescence polarization | inhibition, % at 12.5 µM | 0.22% of 360,000 active | AID 588549; in the data active = inhibition above about 8.5%, passing the limit was not always enough; inconclusive = no clear call, values can overlap the other calls
* = called active by the depositor; ? = inconclusive; . = no result given; & = joins results of further samples. Cut-off read from the data, not from the text of the source, unless noted: active = inhibition above about 30%; inactive = the rest.

SMILES	GDH-TPI counter	CCHF vOTU inh	MazEF act	Mtb BioA inh	DUSP3 inh	Rv3671c protease	FBA Mtb inh	BoNT F protease	UGM FP inh	FadD28 FP inh
CCOC(=O)C1CCCN(CCC(=O)Nc2cc(C)cc(C)c2)C1 (stereo not drawn)	-2	-2	-1	.	9	6	0	12	-1.3	-2.1
COc1ccc(C(=O)NC2CCSc3ccccc32)cc1 (stereo not drawn)	-1	1	3	-0.8	-5	-10	3	.	-0.4	-0.9
Cc1oc(-c2ccccc2)nc1CS(=O)CC(=O)NC1CCCC1 (stereo not drawn)	0	4	0	-0.9	29	8	-1	10	-0.9	-0.3
COc1ccc(N2CCN(CCCNC(=O)CN3CCN(Cc4ccccc4C)C3=O)CC2)cc1	-1	-7	-18	-1.0	0	2	-5	5	2.0	-1.1
CC1CCCCC1NC(=O)CSc1nnc(COc2ccccc2Cl)o1 (stereo not drawn)	-17	-1	2	0.1	3	2	2	-11	-3.2	0.0
COc1ccc(C2=NOC(Cn3nc(-c4ccccc4)cc3C(=O)NCc3cccc(C(F)(F)F)c3)C2)cc1 (stereo not drawn)	18	.	-1	-1.6	.	3	-2	-6	-0.9	-3.5
[O-]/C(=C(\C(=S)Nc1ccc(SC(F)F)cc1)[n+]1ccccc1)c1ccc(Cl)cc1Cl	11	6	-2	-1.8	-1	-10	-3	-10	3.2	-37
CC(=O)Nc1cccc(OCC(=O)NC(C)c2ccc3ccccc3c2)c1 (stereo not drawn)	-5	4	7	4.7	17	2	1	-33	-1.4	-5.6
O=C(Nc1ccnn1C1CCN(Cc2cccc(F)c2F)CC1)C1CCCC1	-11	-4	9	2.6	19	2	2	-3	-4.0	.
O=C(COC(=O)c1cc(Cl)ccc1O)NCC1CCCO1 (stereo not drawn)	9	-7	2	-0.7	.	3	5	4	.	0.2
COc1ccc(Cc2c(O)[nH]c(=O)[nH]c2=O)c(OC)c1	1	-2	10	.	-4	-7	-2	2	-1.3	0.4
Cc1cc(NC(=O)c2cccs2)n(-c2ccccc2)n1	10	-1	2	-0.3	21	1	-1	-1	-0.1	-2.5
OCCNCc1cc(Br)ccc1OCc1ccccc1Cl	5	-9	5	.	12	1	0	-13	-0.4	-4.7
CSc1ncccc1C(=O)Nc1nccs1	-4	-2	0	-1.4	-11	-2	-7	5	-1.8	-2.7
CS(=O)(=O)Nc1ccc2c(c1)ncn2CCc1ccccc1	9	17	-1	6.8	.	-12	-1	-16	1.9	1.3
COc1ccc(C(=O)NC(CO)c2nnc(SCc3ccc(Cl)c(Cl)c3)n2C)cc1 (stereo not drawn)	1	-3	-10	2.6	15	-10	-2	-6	2.1	-1.6
COc1ccc(Cc2nc3ccc(C(=O)N(C)C(C)c4ccon4)cc3o2)cc1 (stereo not drawn)	3	17	-2	1.3	-6	2	-1	-6	0.8	-3.2
COc1ccccc1-c1nnc(SCC(=O)N2CC(C)CC(C)C2)o1 (stereo not drawn)	-7	10	-8	-0.1	-2	2	5	12	-0.2	-3.3
CC1CCCCC12NC(=O)N(CC(=O)Nc1ccc3c(c1)OCCCO3)C2=O (stereo not drawn)	1	1	12	0.4	.	-2	0	4	1.8	-1.9
Cc1ccc(NC2OC(C(O)CO)C(O)C2O)cc1[N+](=O)[O-] (stereo not drawn)	6	-6	1	-3.7	40	7	0	1	-1.6	2.6
CNC(=O)c1cc2c(cn1)[nH]c1ccccc12	-11	12	2	-1.0	.	2	19	-14	4.9	-4.4
COc1ccc(C(=O)CN2C(=O)C(C)(C)Oc3ccc(C(=O)N4CCCCCC4)cc32)cc1	-2	8	4	0.7	36	3	5	-16	-3.7	0.5
O=C(NN=C1CCCC1)c1ccc(O)cc1O	-3	8	6	1.6	26	3	0	5	4.8	-4.0
O=C(/C=C/c1ccco1)OCC(=O)N1CCCCC1	10	2	-15	-1.8	.	2	2	2	1.7	-2.1

Of the compounds above, these contain an aryl methoxy group.
SMILES	GDH-TPI counter	CCHF vOTU inh	MazEF act	Mtb BioA inh	DUSP3 inh	Rv3671c protease	FBA Mtb inh	BoNT F protease	UGM FP inh	FadD28 FP inh
COc1ccc(C(=O)NC2CCSc3ccccc32)cc1 (stereo not drawn)	-1	1	3	-0.8	-5	-10	3	.	-0.4	-0.9
COc1ccc(N2CCN(CCCNC(=O)CN3CCN(Cc4ccccc4C)C3=O)CC2)cc1	-1	-7	-18	-1.0	0	2	-5	5	2.0	-1.1
COc1ccc(C2=NOC(Cn3nc(-c4ccccc4)cc3C(=O)NCc3cccc(C(F)(F)F)c3)C2)cc1 (stereo not drawn)	18	.	-1	-1.6	.	3	-2	-6	-0.9	-3.5
COc1ccc(Cc2c(O)[nH]c(=O)[nH]c2=O)c(OC)c1	1	-2	10	.	-4	-7	-2	2	-1.3	0.4
COc1ccc(C(=O)NC(CO)c2nnc(SCc3ccc(Cl)c(Cl)c3)n2C)cc1 (stereo not drawn)	1	-3	-10	2.6	15	-10	-2	-6	2.1	-1.6
COc1ccc(Cc2nc3ccc(C(=O)N(C)C(C)c4ccon4)cc3o2)cc1 (stereo not drawn)	3	17	-2	1.3	-6	2	-1	-6	0.8	-3.2
COc1ccccc1-c1nnc(SCC(=O)N2CC(C)CC(C)C2)o1 (stereo not drawn)	-7	10	-8	-0.1	-2	2	5	12	-0.2	-3.3
COc1ccc(C(=O)CN2C(=O)C(C)(C)Oc3ccc(C(=O)N4CCCCCC4)cc32)cc1	-2	8	4	0.7	36	3	5	-16	-3.7	0.5

Additional compounds:
SMILES	GDH-TPI counter	CCHF vOTU inh	MazEF act	Mtb BioA inh	DUSP3 inh	Rv3671c protease	FBA Mtb inh	BoNT F protease	UGM FP inh	FadD28 FP inh
O=C(N/N=C(\CC(=O)c1cccs1)C(F)(F)F)c1ccncc1	12	-10	2	-1.1	0	1	-8	3	0.0	-1.8
COc1ccc(/C=C/C(=O)NC(=S)Nc2ccc(S(N)(=O)=O)cc2)cc1	28	-10	-38	-2.6	25	-1	3	3	-0.7	-0.6
COC(=O)c1ccc(COc2ccc(-c3nnn(CC(=O)NC(C)(C)C)n3)cc2)cc1	7	5	-24	-0.9	8	7	0	0	-2.0	-0.8
Cc1ccccc1NC(=O)N1CCN(S(=O)(=O)c2ccccc2)CC1	0	12	5	.	-4	3	0	2	2.5	0.0
COc1ccc(NC(=O)CCS(=O)(=O)c2cc3c(cc2C)NC(=O)CO3)cc1	13	5	6	-2.0	10	0	2	-8	0.2	-1.0
COC(=O)COc1ccc(-c2nccc(-c3ccc(Br)cc3)n2)cc1	-3	8	7	1.1	28	-6	0	8	-2.2	-3.2
COc1ccc(S(=O)(=O)N2CCN(c3cnccn3)CC2)cc1	8	-8	6	0.3	.	7	2	-1	-0.5	-0.1
COc1cccc(NC(=O)COC(=O)COc2ccccc2[N+](=O)[O-])c1	1	13	-1	-0.8	-2	7	-1	-2	0.1	-1.9
CSc1cccc(NC(=O)c2cc(S(=O)(=O)N3CCCC3)cn2C)c1	-7	7	6	-1.2	9	-8	-2	-6	0.1	-2.9
C[C@@H]1CN([C@@H](C)CO)C(=O)CCCn2nncc2CO[C@H]1CN(C)C(=O)CCC(F)(F)F	7	5	2	-1.6&0.4&-3.1	.	.	-2	-3	.	-1.6
N/C(=N\OC(=O)CCC1CCCC1)c1ccc(Br)cc1	-3	6	-3	1.7	-4	-3	0	-1	-1.7	-3.2
CCOC(=O)c1cc(NC(=O)c2cnccn2)cc(C(=O)OCC)c1	10	-20	-2	.	-2	-4	2	11	-2.3	-3.6
Oc1oc(-c2ccccc2Br)nc1C=Nc1ccc(Br)cn1	12	-6	45	-0.4	27	-2	-1	5	-0.4	-5.6
O=C(Cc1ccc(S(=O)(=O)N2CCOCC2)s1)NCCOc1ccccc1F	9	-14	3	.	.	3	-3	-5	1.8	-2.4
O=C(Cc1ccccc1[N+](=O)[O-])N1CCN(Cc2ccc3c(c2)OCO3)CC1	7	6	6	.	20	-12	0	-12	3.4	0.4
O=C(c1ccccc1Oc1ccccc1)N1CCN(c2ccccc2)CC1	1	7	3	.	15	-12	2	12	0.9	-1.5
O=C(CSCc1ccc(Cl)c(Cl)c1)Nc1c[nH]c(=O)[nH]c1=O	-9	2	37	.	-8	-1	-1	-1	0.0	-2.8
C[C@@H]1CN([C@@H](C)CO)C(=O)CCCn2nncc2CO[C@@H]1CN(C)S(=O)(=O)c1ccccc1C#N	4	23	-5	-1.4	.	.	2	-1	.	0.0
O=C(COc1ccc(Br)cc1)Nc1cc(S(=O)(=O)N2CCCCC2)ccc1N1CCCCC1	-3	-4	-3	.	5	-1	3	-1	.	-2.6
Cc1ccccc1OCC(O)CN1CCN(CCN2C(=O)c3cccc4cccc(c34)C2=O)CC1 (stereo not drawn)	11	-7	2	.	21	-8	1	-4	3.9	-3.5
Cc1c(CCC(=O)O)c(=O)oc2cc3occ(-c4ccc(F)cc4)c3cc12	19	5	1	.	11	-7	2	-1	1.7	-7.9
CCCN(CCC)C(=O)CC(c1ccccc1)c1ccco1 (stereo not drawn)	2	-6	-15	1.8	-22	1	0	?	4.2	-1.6
CC(NC(=S)NNS(=O)(=O)c1ccc(C(C)(C)C)cc1)c1ccccc1 (stereo not drawn)	-8	14	5	.	-7	-6	1	.	3.8	1.5
COc1cc(C(=O)NCc2cn3cccc(C)c3n2)cc(OC)c1OC	-4	0	-3	1.5	32	4	-1	-6	0.4	-4.0

Looked up above.
`Cc1c(CCC(=O)O)c(=O)oc2cc3occ(-c4ccc(F)cc4)c3cc12` @ BoNT F protease: -1
`O=C(Cc1ccccc1[N+](=O)[O-])N1CCN(Cc2ccc3c(c2)OCO3)CC1` @ MazEF act: 6

Assay outcomes from PubChem BioAssay.
